High-throughput results from PubChem BioAssay.
CFTR F508del cor: correctors of CFTR F508del function in bronchial epithelial cells; CFBE cells, YFP halide quenching; stimulated with forskolin plus potentiator P3; % fluorescence drop versus neutral controls; activity (quench increase), % at 7.58 µM; 350,000 compounds, 0.36% hits;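 active = mean added fluorescence quench of at least 8% versus neutral control, with both replicates also reaching 8%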;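 also: cells transiently co-express mutant CFTR-F508del with the halide-sensitive YFP; corrector assay measuring rescue of mutant channel to the surface after 24 h compound exposure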
ERAP1 HTS inh: inhibitors of human ERAP1 aminopeptidase; Q9NZ08; recombinant ERAP1, Leu-AMC fluorescence, 60 min; inhibition, % at 10.7 µM; 340,000 compounds, 0.15% hits; AID 652197;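 active = mean replicate inhibition of at least 30%, or all replicates individually reaching that 30% level; inactive = mean below 30% and not every replicate reaching it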;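 also: 0% = neutral control wells and 100% = L-leucinethiol positive control wells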
XiGFP reactiv: reactivates the inactive X chromosome in mouse fibroblasts | XiGFP mouse fibroblasts, % GFP-positive cells imaging, 3 d; cells co-treated with 5-aza-dC sensitizer; scaled so ellipticine positive control = 100% | activation, % at 7.58 µM | 360,000 compounds, 0.055% hits | AID 743238;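 active = mean normalized replicate activation at least 10% and every replicate at or above 10%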;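 also: 0% = median of on-plate neutral control wells and 100% = ellipticine 6 µM median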
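material = 68-5-11 XiGFP fibroblast line | medium = DMEM plus 5-aza-dC sensitizer | schedule = 3 days compound exposure | benchmarks = positive control ellipticine, 6 µM final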
esBAF inh: SWI/SNF esBAF complex inhibition; mouse ES cells, Bmi1-luciferase knock-in reporter, 24 h; 100% = twice the neutral-well signal; reporter increase, % at 12.5 µM; 350,000 compounds, 2% hits; AID 602393; in the data active = activation above about 40%;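 also: 0% = median of the plate's neutral control wells and 100% = double that signal; a rise in the Bmi1 reporter signal indicates esBAF inhibition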
ARNT-TACC3 inh: disrupts binding between human ARNT and TACC3; Q9Y6A5; AlphaScreen His-ARNT PAS-B/GST-TACC3 binding, luminescence; TACC3 fragment carries E629A point mutation; inhibition, % at 9.99 µM; 390,000 compounds, 0.66% hits; AID 623870;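 active = mean inhibition of replicates at least 50% and at least half of replicates each reaching 50%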;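 also: 0% = complete ARNT plus TACC3 wells and 100% = ARNT alone without TACC3; many hits fall short of the cut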
RAD52 inh: blocks human RAD52 DNA annealing. recombinant RAD52 DNA annealing, FRET fluorescence. 360,000 compounds, 0.46% hits. P43351. inhibition, % at 18.7 µM. AID 651710;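 active = every replicate showing at least 50% inhibition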
INS-1E GSIS act: primary screen for activators of insulin secretion dependent on glucose, INS-1E cells, GLuc reporter luminescence; INS-1E GLuc reporter insulin secretion, 2-3 h; activation, % at 16.6 µM; 370,000 compounds, 0.61% hits;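 active = lowest replicate activation of at least 40%, so every replicate reaches that level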;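 also: 0% = median of neutral control wells and 100% = median of IBMX positive control wells; some compounds called inactive have numbers as strong as hits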
RAD54 inh: inhibitors of human RAD54 branch migration. Q92698. RAD54 Holliday junction branch migration, FAM/BHQ fluorescence. inhibition, % at 10.4 µM. 360,000 compounds, 0.14% hits. AID 602329;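 active = mean normalized replicate activity at least 40 and at least half of replicates scoring 40 or more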;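 also: 0% = median of neutral control wells and 100% = median of positive control wells; inhibitors cause a drop in the FAM fluorescence signal; in these data hits start at about 50%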
Target sequence (Q92698 whole entry, looked up): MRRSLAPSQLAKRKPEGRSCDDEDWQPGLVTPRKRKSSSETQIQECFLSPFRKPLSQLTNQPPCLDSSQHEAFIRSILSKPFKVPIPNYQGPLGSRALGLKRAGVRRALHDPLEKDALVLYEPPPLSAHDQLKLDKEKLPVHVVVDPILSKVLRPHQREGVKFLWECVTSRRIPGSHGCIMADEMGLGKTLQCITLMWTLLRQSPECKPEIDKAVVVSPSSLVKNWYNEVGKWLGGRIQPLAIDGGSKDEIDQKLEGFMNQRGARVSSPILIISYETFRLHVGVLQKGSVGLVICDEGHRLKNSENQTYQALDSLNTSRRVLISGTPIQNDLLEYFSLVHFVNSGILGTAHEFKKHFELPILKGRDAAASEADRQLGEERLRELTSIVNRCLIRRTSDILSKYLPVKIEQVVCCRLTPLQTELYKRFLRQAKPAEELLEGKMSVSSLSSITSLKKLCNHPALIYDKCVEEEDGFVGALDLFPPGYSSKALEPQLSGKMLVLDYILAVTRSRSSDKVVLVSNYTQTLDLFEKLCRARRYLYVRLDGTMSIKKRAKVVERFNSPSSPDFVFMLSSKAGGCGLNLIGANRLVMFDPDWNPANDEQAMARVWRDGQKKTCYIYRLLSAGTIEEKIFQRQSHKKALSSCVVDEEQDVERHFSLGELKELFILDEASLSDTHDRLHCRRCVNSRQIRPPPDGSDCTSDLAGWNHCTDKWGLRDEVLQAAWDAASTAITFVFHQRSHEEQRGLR
The depositor's hits bear a star; x = not tested or not shown; & = joins results of further samples.

Preview:
SMILES	esBAF inh	XiGFP reactiv	ERAP1 HTS inh	CFTR F508del cor	INS-1E GSIS act	ARNT-TACC3 inh	RAD52 inh	RAD54 inh
COc1ccc(C(=O)NC2CCCc3ccccc32)cc1[N+](=O)[O-] (stereo unspecified)	6	0.1	0	6.5	-3	-15	-32	-6
CN1CCC(N(C)CC(=O)Nc2ccc3c(c2)OC(F)(F)O3)CC1	-4	0.1	-2	0.7	-15	-1	-3	12

The list itself, previewed entries included:
SMILES	esBAF inh	XiGFP reactiv	ERAP1 HTS inh	CFTR F508del cor	INS-1E GSIS act	ARNT-TACC3 inh	RAD52 inh	RAD54 inh
COc1ccc(C(=O)NC2CCCc3ccccc32)cc1[N+](=O)[O-] (stereo unspecified)	6	0.1	0	6.5	-3	-15	-32	-6
CN1CCC(N(C)CC(=O)Nc2ccc3c(c2)OC(F)(F)O3)CC1	-4	0.1	-2	0.7	-15	-1	-3	12
CCCn1nnnc1SCC(=O)N1C(C)CCCC1C (stereo unspecified)	2	0.5	-1	0.6	21	-20	1	-8
CO[C@@H]1CN(C)C(=O)c2cc(NC(C)=O)ccc2OC[C@H](C)N(C(=O)C2CCOCC2)C[C@@H]1C	-2	0.0	0	-2.8	3	-4	0	-8
CSc1c(CN2CCN(C)CC2)c2ccccc2n1C	x	0.0	-5	2.1	7	x	-4	5
CC(=O)Oc1cccc(/C=C2\C=C(c3ccc(C)cc3)OC2=O)c1	x	0.0	21	-0.2	14	-9	-17	x
Cc1ccc(S(=O)(=O)c2cc3c(=O)n4ccccc4nc3n(C3CCCCC3)c2=N)cc1	16	0.0	-2	6.9	29	8	-13	-9
CC1(C)CC(=O)c2c(O)cc(OCC(=O)Nc3ccc(S(N)(=O)=O)cc3)cc2O1	-2	x	8	4.0	0	-3	-7	-1
CC1(C(=O)Nc2cnc3ccccc3c2)CCN1CCOc1ccccc1 (stereo unspecified)	-3	0.2	6	-0.4	-13	x	-1	-7
O=C(O)COc1ccccc1/C=N/NC(=O)Cc1ccccc1	13	0.1	10	1.4	15	-8	-1	-8
N#Cc1ccccc1S(=O)(=O)N1CCN(C(=O)[C@@H]2CCCN2C(=O)c2cccs2)CC1	-2	0.1	-2	-5.8	-3	-29	-17	-1
Cc1cc(Nc2ccc(Br)cc2)n2nc(C)nc2n1	2	0.1	-1	4.0	10	11*	-6	23
COc1cccc(C=Nc2ccccc2C#N)c1O	-4	0.5	4	x	-7	1	-7	-2
CC(=O)Nc1ccc(S(=O)(=O)N2CCN=C2c2ccccc2)cc1	-1	0.3	-2	-0.2	44	x	-19	-3
CC1=CC(C)(C)NC(=S)N1c1ccc(C)c(C)c1	0	0.0	-3	0.6	x	-4	-6	2
COc1ccc(NC(=O)c2ccccc2)cc1NS(=O)(=O)c1ccc(F)cc1	8	0.2	x	x	3	-3	x	9
C[C@@H]1CN([C@@H](C)CO)C(=O)Cc2cc(NC(=O)NC3CCCCC3)ccc2O[C@H]1CN(C)Cc1ccc2c(c1)OCO2	1	0.6	2	-0.4	-27	19	-6	-2
C[C@H](CO)N1C[C@H](C)[C@@H](CN(C)C(=O)c2ccc(F)cc2)Oc2ncc(C#C[C@@H](C)O)cc2C1=O	1	-0.3	-3	-1.3	8	-7	0	4
COc1ccc(C)cc1NC(=O)CNC(=O)c1sc2ccccc2c1Cl	-4	0.0	-4	0.0	23	-2	-7	8
CCOC(=O)N1CCN(C(=O)C[C@@H]2C[C@@]3(C(=O)OCC)CCCC=C3N(Cc3ccccc3)C2=O)CC1	x	0.1	x	1.9	-20	x	-8	x
Nc1ccc(SC(F)(F)F)cc1	5	0.0	-4	0.3	-10	-5	4	3
O=C(CN1C(=O)C2C3c4ccccc4C(c4ccccc43)C2C1=O)Nc1cccc(C(=O)O)c1 (stereo unspecified)	x	0.2	x	x	7	2	x	10
C=CCc1ccccc1OCC(O)CNC1CCCC1 (stereo unspecified)	-6	0.1	-1	2.4	-3	3	-2	-7
COc1ccc(NC(=O)Nc2ccc3c(c2)[C@H]2C[C@H](CC(=O)NCc4ccccn4)O[C@@H](CO)[C@H]2O3)cc1	-4	0.1	-2	-1.5	9	2	19	-5
COc1ccc(CN(C)C[C@H]2Oc3c(NC(=O)c4nc5ccccc5s4)cccc3C(=O)N([C@@H](C)CO)C[C@@H]2C)cc1	3	-0.3	2	0.8	-7	18	0	-1
CC(=O)OCC1OC(OC(C)=O)C(NC(=O)Cc2ccccc2)C(OC(C)=O)C1OC(C)=O (stereo unspecified)	-4	0.0	0	0.4	-11	-4	-9	-2
Cc1ccc(-n2c(C)cc(/C=C(\C#N)C(=O)NCC3CCCO3)c2C)cc1 (stereo unspecified)	27	x	x	x	-12	6	x	2
CC1=C(C(=O)N2CCOCC2)CC(CC(=O)NC(c2ccccc2)c2ccccc2)C(=O)N1CCCN1CCCC1=O (stereo unspecified)	-5	-0.1	x	-2.9	12	x	-20	1
O=C(COc1ccc(Cl)cc1)Nc1nnc(-c2ccco2)o1	x	0.0	-1	-3.6	15	25*	-18	x
CCC(=O)N1C[C@H]2[C@@H](c3ccccc31)[C@H](CO)N2Cc1cc(F)ccc1F	0	0.0	-2	0.2	-2	4	-5	-3
Cc1ccc(S(=O)(=O)Nc2ccc3c(c2)C(=O)N([C@@H](C)CO)C[C@@H](C)[C@H](CN(C)S(=O)(=O)c2ccc(F)cc2)OCCCC[C@H](C)O3)cc1	5	0.6	-1	0.7	0	-9	0	3
COc1cc(OC)cc(C(=O)OCC(=O)Nc2sccc2C(N)=O)c1	9	0.0	0	4.6	16	3	-10	-1
COc1ccccc1OCC(=O)NNc1c2ccccc2nc2ccccc12	x	0.0	-8	3.8	x	12	-10	x
CC(C)CC(=O)Nc1nnc(CSCc2ccc(F)cc2)s1	x	0.4	6	0.3	10	-2	-3	8
CCCC(O)C#Cc1cnc2c(c1)C(=O)N([C@H](C)CO)C[C@H](C)[C@H](CN(C)Cc1ccc(F)cc1)O2 (stereo partly specified)	-2	0.0	x	-0.3	4	x	x	x
O=C(CN1C(=O)NC2(CCCc3ccccc32)C1=O)NCC(F)(F)F (stereo unspecified)	x	-0.1	-1	0.2	28	x	-19	x
CC(C)(C)[C@H]1C=C(C(=O)N2CCN(Cc3ccc4c(c3)OCO4)CC2)O[C@@H](OCc2ccc(CO)cc2)C1	-2	0.1	1	3.9&4.0	-15	-3&0	34	-4&2
COc1ccc(NC(=O)C2C3C=CC4(O3)C2C(=O)N(CCN2CCCCC2)C4C(=O)NC2CCCC(C)C2C)cc1 (stereo unspecified)	4	0.0	-5	-1.5	-2	x	-1	-3
COC(=O)CCCCC1=CCC2C(=O)C=C(O)C2C1 (stereo unspecified)	x	0.0	9	-1.8	1	x	-17	x
O=C(COC(=O)/C=C/C(=O)N1CCN(c2ccccc2)CC1)NC(c1ccccc1)c1ccccc1	-3	0.0	x	-1.5	-23	4	10	x
CCOC(=O)c1csc(-c2ccc3c(c2)CCO3)n1	x	0.1	0	1.4	x	-12	-4	11
COc1ccccc1C(=O)c1nc2ccccc2n1C	-4	0.1	-1	3.2	7	-4	-7	7
CC(=O)Nc1cnc(-c2ccccc2C(C)=O)cn1	0	0.0	2	-2.3	-6	x	-13	-11
Cc1cc(-c2nnc(CCC(=O)NCc3cc(F)cc(C(F)(F)F)c3)o2)no1	15	0.4	-1	0.7	12	3	-22	5
O=C(Nc1ccc(Nc2ccccc2)cc1)Nc1ccccc1Cl	70*	0.0	-3	0.6	0	1	-1	2
COC(=O)c1ccc(COC(=O)CCS(=O)(=O)c2ccc(C)cc2)cc1	x	0.1	4	-3.0	-3	0	-2	x
Cc1ccccc1Nc1nnc(SCC2CCCCO2)s1 (stereo unspecified)	16	0.0	8	x	-5	x	-16	-6
C[C@H](CO)N1C[C@H](C)[C@@H](CN(C)Cc2ccc3c(c2)OCO3)Oc2ccc(NC(=O)Cc3cn(C)c4ccccc34)cc2CC1=O	6	-0.3	0	-2.8	-34	3	-35	4
COc1ccc2oc3ccccc3c(=O)c2c1	48*	0.0	-11	2.0	9	-8	-3	-1
O=S(=O)(Nc1ncccn1)c1ccc(NC(=S)NCc2cccnc2)cc1	-7	0.0	-2	-1.2	3	2	-13	x
O=C(C[C@@H]1CC[C@@H](NC(=O)C2CCC2)[C@@H](CO)O1)NCC1CC1	1	-0.2	0	0.5	1	-6	0	3
O=C(CN(c1ccccc1)S(=O)(=O)c1ccccc1)Nc1ccc(F)cc1	-8	0.0	-1	-2.2	-1	-12	-11	-5
Cc1ccccc1-c1cc2c(c3c1ccn3C)C1CCC2O1 (stereo unspecified)	-7	x	-1	-1.4	0	x	-18	1
C[C@@H]1CN([C@H](C)CO)C(=O)c2cc(C#C[C@@H](C)O)cnc2O[C@@H]1CN(C)C(=O)Cc1ccccn1	0	-1.1	0	0.3	25	-2	-19	1
CCOC(=O)N1CCN(S(=O)(=O)N2CCCC(C(=O)NCc3cccc(OC)c3)C2)CC1 (stereo unspecified)	-3	-0.1	-6	-0.3	2	-10	-17	7
CCc1cc(-c2nnn(CCC3COCCO3)c2C(C)(C)O)ccc1-c1cn(CCc2c[nH]c3ccccc23)nn1 (stereo unspecified)	-7	-0.2	-1	0.3	-13	x	0	-1

Next compounds:
SMILES	esBAF inh	XiGFP reactiv	ERAP1 HTS inh	CFTR F508del cor	INS-1E GSIS act	ARNT-TACC3 inh	RAD52 inh	RAD54 inh
CC(C)CC(Nc1ncnc2scc(-c3ccccc3)c12)C(=O)O (stereo unspecified)	-10	0.2	11	-1.4	-1	-1	-11	-11
Cc1ccc(-c2nnn(CC(=O)N(c3cnc4ccccc4c3)C(C(=O)NC3CCCC3)c3ccncc3)n2)o1 (stereo unspecified)	x	0.0	0	x	6	-10	-13	x
CCC(=O)OCC(=O)Nc1cc(C)c(C)cc1[N+](=O)[O-]	-8	0.1	3	-0.2	9	-2	-10	2
O=C(Nc1ccc2c(c1)OCCO2)C(C1CC1)n1c(=O)c(-c2ccccc2)nc2ccccc21 (stereo unspecified)	x	0.7	-5	-0.7	4	x	-14	x
C/C=C/c1ccc2c(c1)[C@H]1[C@H](CCN1C(=O)c1cccc(F)c1)[C@H](CO)N2	x	0.2	-1	0.4	14	x	24	x
COc1ccc(-c2cc3cc(F)ccc3cn2)cc1	5	-0.4	x	1.8	2	12	-8	2
CC(=O)c1cccc(CN2CCC(C(=O)Nc3cccc(-c4ccn[nH]4)c3)CC2)c1	x	0.0	-3	3.4	3	30	-6	-5
CCCCCCCN1C(Nc2ccccc2)=NC[C@@H]1CC(C)C	-15	0.1	-2	1.7	-37	23	13	11
O=C(CN1C(=O)CC(c2ccccc2)Sc2ccccc21)NCC1CCCO1 (stereo unspecified)	5	0.2	1	-0.9	0	-1	-7	2
O=C1NC2(CCCC2)Oc2ccccc21	x	0.0	0	0.8	11	3	4	-6
C[C@H]1CN([C@@H](C)CO)C(=O)c2cccc(NC(=O)Nc3ccccc3)c2O[C@@H]1CN(C)S(=O)(=O)c1cccs1	7	0.0	x	1.3	1	x	x	x
O=S(=O)(N[C@H]1CC[C@@H](CCn2cc(-c3ccccn3)nn2)O[C@H]1CO)c1cccc(F)c1	-3	0.4	-3	1.8	7	88*	-5	3
